LEDGF integ inh: blockers of LEDGF/p75-dependent integrase strand transfer – biochemical, TR-FRET, high throughput, primary screen | inhibition, % at 3.7 µM | TR-FRET IN-LEDGF/p75 DNA integration, Eu/Cy5 | 370,000 compounds, 0.64% hits | HIV-1 integrase (with human LEDGF/p75);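 active = inhibition above the screen-wide mean plus 3 SD, cut at about 13% in these data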;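 also: signal is the Cy5 over europium emission ratio at 671 and 618 nm; 0% = plate median of compound wells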
ADAM10 inh: human ADAM10 inhibitors, primary screen, biochemical, QFRET, HTS | Disintegrin and metalloproteinase domain-containing protein 10 (Homo sapiens), O14672 | recombinant ADAM10, EDANS/DABCYL FRET peptide cleavage, 3 h | inhibition, % at 7 µM | 370,000 compounds, 0.62% hits | AID 720582, 2013;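 active = inhibition above a per-campaign cutoff equal to the mean of compounds falling between control-based bounds plus 3 SD, cut at about 20% in these data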;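 also: 0% = DMSO wells while the 100% control is not disclosed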
Target sequence (O14672 214-748 limits assumed): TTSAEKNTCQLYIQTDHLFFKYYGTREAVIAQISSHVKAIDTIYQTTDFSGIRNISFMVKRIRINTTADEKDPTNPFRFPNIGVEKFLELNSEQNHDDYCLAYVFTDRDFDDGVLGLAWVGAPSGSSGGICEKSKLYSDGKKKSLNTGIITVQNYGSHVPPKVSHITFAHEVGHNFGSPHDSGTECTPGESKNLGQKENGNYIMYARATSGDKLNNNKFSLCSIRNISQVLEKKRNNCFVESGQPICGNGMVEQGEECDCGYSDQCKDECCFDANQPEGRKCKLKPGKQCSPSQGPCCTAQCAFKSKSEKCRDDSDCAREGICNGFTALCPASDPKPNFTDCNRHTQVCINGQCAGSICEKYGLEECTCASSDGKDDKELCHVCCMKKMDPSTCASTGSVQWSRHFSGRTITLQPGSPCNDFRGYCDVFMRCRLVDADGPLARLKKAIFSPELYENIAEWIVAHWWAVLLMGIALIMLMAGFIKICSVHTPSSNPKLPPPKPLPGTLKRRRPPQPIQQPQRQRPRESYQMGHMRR
ASAP1 GAP inh: inhibitors of human ASAP1 ArfGAP activity, primary screen, biochemical, fluorescence polarization. Arf-GAP with SH3 domain, ANK repeat and PH domain-containing protein 1 (Homo sapiens), …. ASAP1-stimulated ARF1 GTP hydrolysis, GDP FP detection. inhibition, % at 16.5 µM. 360,000 compounds, 0.19% hits. AID 624377, 2012; in the data active = inhibition above about 25%;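 also: 0% = vehicle with enzyme and substrate and 100% = no enzyme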
PLC-gamma1 inh: PLC-gamma1 enzyme inhibitors, primary screen, biochemical, fluorescence, purified enzyme; 370,000 compounds, 0.84% hits; inhibition, % at 12.2 µM; AID 720700, 2013; fluorogenic substrate; 1-phosphatidylinositol 4,5-bisphosphate phosphodiesterase gamma-1 (Homo sapiens), P19174; in the data active = inhibition above about 9.5%
Tn7 DDE FP: inhibitors of Tn7 peptide binding to fibrin DD(E), primary screen, biochemical, fluorescence polarization, human fibrin, Tn7 probe. FP displacement of FITC-Tn7 peptide from fibrin DD(E); 0% = median of compound wells per plate. inhibition, % at 8.3 µM. Fibrinogen beta chain (Homo sapiens), P02675. 370,000 compounds, 0.13% hits;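 active = inhibition above the mean of compounds falling within the control limits plus 3 SD of them, cut at about 14% in these data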;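 also: 0% = plate median of compound wells and 100% = 10 µM Aha-Tn7 peptide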
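Test system – human fibrin DD(E) · Times – 10 min preincubation, 3 h with tracer, room temperature · Detection – fluorescence polarization of the labelled Tn7 tracer · Measure – percent inhibition normalized to high-control wells · Benchmarks – high control wells with 10 µM unlabelled Aha-Tn7 peptide (full inhibition) · Repeats – singlicate testing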
Tn6 DDE FP: inhibitors of Tn6 peptide binding to fibrin DD(E), primary screen, biochemical, fluorescence polarization, human fibrin, Tn6 probe; 370,000 compounds, 0.21% hits; Fibrinogen beta chain (Homo sapiens), P02675; inhibition, % at 8.3 µM; Fibrin DD(E) TRITC-Tn6 fluorescence polarization displacement;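 active = inhibition above a per-campaign cutoff: mean of compounds within control limits plus 3 SD, cut at about 15% in these data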;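 also: 0% = median of all compound wells on the plate and 100% = blocking peptide control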
ADAM17 inh: ADAM17 inhibitors, primary screen, biochemical, QFRET | Disintegrin and metalloproteinase domain-containing protein 17 (Homo sapiens), P78536 | recombinant ADAM17, EDANS/DABCYL FRET peptide cleavage | inhibition, % at 6.95 µM | 370,000 compounds, 0.83% hits;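 active = inhibition above the mean of compounds lying between control limits plus 3 SD, set per campaign, cut at about 8.5% in these data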;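 also: 0% = DMSO-only wells as the low control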
KLK7 zymogen act: proKLK7 zymogen activators, primary screen, biochemical, fluorescence intensity. Kallikrein-7 (Homo sapiens), P49862. purified proKLK7, EDANS-DABCYL substrate fluorescence; 100% is mature enzyme control, 0% vehicle. activation, % at 7 µM. 370,000 compounds, 0.9% hits;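 active = activation above the mean of all tested compounds plus 3 SD, computed per campaign excluding outliers beyond control limits, cut at about 13% in these data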
Target sequence (P49862 whole entry, looked up): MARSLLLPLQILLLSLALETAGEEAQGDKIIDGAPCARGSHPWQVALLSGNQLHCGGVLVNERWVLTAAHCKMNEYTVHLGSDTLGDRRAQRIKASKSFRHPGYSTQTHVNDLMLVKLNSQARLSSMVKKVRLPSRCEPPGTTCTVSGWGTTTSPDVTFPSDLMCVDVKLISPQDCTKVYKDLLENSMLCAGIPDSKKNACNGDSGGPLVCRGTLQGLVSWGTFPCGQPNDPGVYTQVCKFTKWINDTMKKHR
ARFGAP1 inh: inhibitors of rat ARFGAP1 GAP activity, primary screen, biochemical, fluorescence polarization, GDP tracer. ADP-ribosylation factor GTPase-activating protein 1 (Rattus norvegicus), Q62848. Arfgap1-stimulated ARF1 GTP hydrolysis, GDP FP detection. inhibition, % at 16.5 µM. 360,000 compounds, 0.26% hits. AID 651572, 2012;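 active = inhibition above a per-plate limit, mean inhibition of low control wells plus 3 SD, cut at about 25% in these data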;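 also: 0% = DMSO wells with enzyme and 100% = wells lacking Arfgap1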
Target sequence (Q62848 1-136 limits assumed): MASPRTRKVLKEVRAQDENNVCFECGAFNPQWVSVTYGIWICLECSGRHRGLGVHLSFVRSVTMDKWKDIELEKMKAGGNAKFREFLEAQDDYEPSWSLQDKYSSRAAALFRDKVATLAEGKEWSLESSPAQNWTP
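Assay system: purified rat His6-Arfgap1 residues 1-136 (GAP domain); Reagent: human Δ17 ARF1 bound to GTP; Dosing: 16.5 µM single point, 1.26% DMSO; Times: GTP hydrolysis reaction 2 h at 25 °C; Signal: FP, GDP Alexa 633 tracer displaced from anti-GDP antibody, 620/688 nm; Measure: % inhibition from polarization.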
TDP2 absorb: human TDP2 enzyme inhibitors, primary screen, biochemical, epi absorbance, recombinant enzyme. Tyrosyl-DNA phosphodiesterase 2 (Homo sapiens), O95551. T5PNP hydrolysis, p-nitrophenol absorbance 415 nm. inhibition, % at 12.8 µM. 370,000 compounds, 0.34% hits. AID 720702, 2013;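 active = inhibition above the mean of all tested compounds plus 3 SD, set per campaign, cut at about 25% in these data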;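 also: 0% = DMSO with enzyme and 100% = buffer with substrate but no TDP2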
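test system = human TDP2 enzyme | input = TDP2 enzyme at 120 nM final | medium = 50 mM Tris-HCl pH 7.5 with Mg2+, KCl, DTT, BSA | also added = T5PNP substrate, 5 mM | times = 2 h at 37 °C | technique = epi absorbance | benchmarks = high control without enzyme, low control DMSO plus TDP2 | replication = each compound tested once, singlicate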
Starred values were filed as active, the others as inactive; i = inactive; x = no result given. An unsorted share of the library. Share with any hit: about 4.2%.

SMILES	LEDGF integ inh	ADAM10 inh	ASAP1 GAP inh	PLC-gamma1 inh	Tn7 DDE FP	Tn6 DDE FP	ADAM17 inh	KLK7 zymogen act	ARFGAP1 inh	TDP2 absorb
Cc1cc(C)c(S(=O)(=O)NCc2ccc3c(c2)OCO3)cc1C	0	1	5	2	-2	-10	-2	0.1	-5	1
Cc1cc(NC(=O)CN2C(=O)/C(=C/c3cccc(Br)c3)SC2=S)no1	2	-1	8	2	3	-2	-1	0.7	-2	-5
Cc1cccc(N=Nc2c(N)n[nH]c2-c2ccc(Cl)cc2)c1	-1	10	26*	11*	-3	2	7	0.1	10	-13
COc1ccc(CCNC(=O)COc2cc(C)cc3oc(=O)c(C)c(C)c23)cc1OC	1	-16	-8	2	-4	-5	-4	0.0	-4	-1
Cc1c(/C=C2\SC(=Nc3cccc(C(=O)O)c3)NC2=O)c2ccccc2n1C	4	3	-3	-12	-1	-14	-6	0.0	-7	6
CCc1nc(CN(C)C(=O)C2CCC(=O)N(Cc3cccc(F)c3)C2)no1 (stereo not drawn)	-2	-8	5	0	3	7	-6	0.4	-2	-2
Cn1ccnc1SCC(=O)NC1(C#N)CCCCC1	-6	-9	7	-1	2	-1	-7	0.0	3	9
CCCCS/C(N)=N/N=C/c1cc(C)ccc1O	0	11	16	-178	-6	-5	4	-9.7	5	-15
Cc1ccccc1-c1ccc(=O)n(CC(=O)Nc2ccc(S(=O)(=O)N(C)C)cc2)n1	0	5	-12	-2	0	-1	1	-0.8	12	12
COc1ccc(-c2nnc3sc(-c4ccccc4OC)nn23)cc1	3	-1	3	-1	-1	2	-5	0.0	-2	4
CCOC(=O)[C@]12CCC=C1N(Cc1ccc3c(c1)OCO3)C(=O)[C@H](CC(=O)NCCc1ccccc1OC)C2	9	-4	-16	-2	-3	2	1	-0.6	3	-2
COc1ccc(Cl)cc1NC(=O)Cn1c(NCCO)nc2ccccc21	-2	4	15	3	-1	3	0	-1.0	11	4
O=C(CCN1C(=O)/C(=C/c2ccc3c(c2)OCO3)SC1=S)Nc1ccccc1	-2	2	9	-4	-1	-3	-5	-0.1	1	-4
O=CN1CCN(C(=O)c2ccc(-c3nc4ccccc4s3)s2)CC1	-3	-161	-4	-16	5	-1	-55	0.2	1	-1
CCOC(=O)C1=NOC(C(=O)NC2CCCC2)(C(=O)C2CC2)C1 (stereo not drawn)	-4	-14	x	-2	-6	-4	-3	0.3	x	-5
COc1cc(C(CC(=O)N2CCOCC2)c2c(OC)cc(OC)c3ccc(=O)oc23)cc(OC)c1OC (stereo not drawn)	-2	-10	-3	-14	7	-1	-9	-0.1	5	3
CCNC(=O)C1(C)CCN(Cc2ccc(-c3ccccc3)cc2)C1 (stereo not drawn)	-2	-11	-1	2	3	-10	-5	0.0	6	4
CCCN1C2CCCC1CC(NC(=O)c1ccc(F)cc1)C2 (stereo not drawn)	6	13	1	1	-4	-4	1	0.1	-5	-3
COc1ccccc1-c1cc(C(=O)NCCCn2ccnc2)no1	17*	-10	-2	-4	-3	-1	-6	0.6	0	-9
CCc1nc(N2CCN(C(=O)c3ccco3)CC2)c(C#N)c2c1COC(C)(C)C2	2	-43	6	-7	-5	0	-18	-1.3	2	11
CCOC(=O)C1=C(CC)OC(N)=C(C#N)C1c1ccsc1 (stereo not drawn)	-2	-7	0	-6	3	-1	-1	0.9	-1	5
Cc1ccc(NC(=O)c2ccc(=O)n(CC(=O)Nc3ccccc3)n2)cc1	-1	5	12	5	-4	8	-4	-0.8	10	-11
N#CC(c1ccncc1)(c1ncc(C(F)(F)F)cc1Cl)N1CCOCC1 (stereo not drawn)	3	-2	-1	-1	-7	-2	3	-0.7	0	-3
CCN1CCN(c2ccc(NC(=O)c3ccc4c(c3)OCO4)cc2)CC1	-4	-5	1	9	7	2	-4	-0.1	8	10
COC(=O)C1Cc2c([nH]c3ccccc23)C2CCC(=O)N12 (stereo not drawn)	-1	-86	2	-44	8	-1	-28	-2.1	-1	0
Cc1ccc(NC(=O)CSc2nnc(-c3ccncc3)o2)cc1C	-2	-159	-8	-4	7	-4	-1	0.4	6	8
CC(C)CC(NC(=O)/C(=C\c1ccco1)NC(=O)c1ccco1)C(=O)O (stereo not drawn)	7	3	4	-9	-1	0	-3	-0.1	6	0
COc1ccc(CC(=O)Nc2ccc3nc(SC)sc3c2)cc1OC	-1	6	-4	1	-4	3	1	0.1	0	-14
C/C(CCc1ccco1)=N/NC(=O)CCC(=O)Nc1ccc(Br)cc1	-4	-7	1	-5	-2	-2	-1	0.3	-3	5
CC(C)[C@@H]1Cc2[nH]n(C)c(=O)c2[C@H](c2ccc(Cl)cc2)O1	-1	-12	-12	0	0	2	0	0.0	-2	4
CCOC(=O)c1ccc(NC(=O)NCc2c(C)nn(CC)c2C)cc1	1	2	-9	-1	-3	2	-2	0.7	-7	5
O=C(CNC(=S)N(CCCN1CCOCC1)Cc1cccs1)NCc1ccc(Cl)cc1	3	6	2	0	1	4	-3	0.0	-4	-9
CC(C)(C)c1ccc2c(c1)N(CC(=O)N1CCCC1)C(=O)CO2	4	2	0	7	5	7	2	-0.6	-3	7
O=C(CCNC(=O)c1ccc(Br)cc1)NCC(c1ccco1)N1CCCCC1 (stereo not drawn)	1	-1	19	6	1	1	-2	0.0	-11	7
CCc1nnc(NC(=O)CSc2ncc(-c3ccccc3)n2C)s1	-1	1	11	-2	-2	-2	-3	-0.6	4	1
COc1ccc(CC(=O)Nc2ccc(N3CCOCC3)cc2)cc1OC	2	5	-7	1	0	5	-2	-0.6	7	-3
Cc1cc(C)c(NC(=O)COC(=O)/C=C/c2cccc(C(F)(F)F)c2)c(C)c1	6	-3	0	1	-4	-1	0	0.6	-3	8
Cc1cccc(C(=O)OCC(=O)Nc2ccc3c(c2)OCCO3)c1O	3	-81	6	-11	-5	-3	-19	0.4	7	-2
N#C/C(=N\Nc1ccc(Br)cc1)C(=N)N1CCOCC1	-1	1	8	2	-5	-3	0	-0.1	-17	-3
CCOC(=O)C1CCN(S(=O)(=O)Cc2ccccc2)CC1	2	6	-16	-2	1	0	-5	-0.1	-3	6
O=C1NC[C@H](Cc2ccccc2)N(C[C@H]2CCCN2C[C@H](Cc2ccccc2)N2C[C@H](Cc3ccccc3)N(CCc3ccccc3)C(=O)C2=O)C1=O	-1	2	-15	-1	2	1	-2	0.9	-13	-9
Cc1ccccc1N1CCN(C2CCCN(C(=O)CCc3c(C)noc3C)C2)CC1 (stereo not drawn)	1	-17	-7	-1	-1	4	-1	0.1	1	2
O=C(O)CCCCCCNS(=O)(=O)c1ccccc1	-1	-5	4	4	-1	0	-4	-0.4	-4	2
COC(=O)c1cn(NC(=O)/C=C/c2cc(OC)ccc2OC)c(=O)c2ccccc12	1	-158	5	-447	-2	3	-54	-5.2	-6	-5
COc1ccc(OCc2cc(C(=O)N(C)Cc3nnc(C)o3)no2)c(Cl)c1	-3	0	-6	-2	-4	-1	-4	-0.2	16	1
COc1ccc(C=O)cc1OC(=O)C1(C)Cc2ccccc2C(=O)O1 (stereo not drawn)	0	2	-4	0	7	7	-2	0.0	-1	-7
Cc1cccc[n+]1CC(=O)c1ccc(NC(=O)c2ccccc2)cc1	-2	-1	-18	-21	-8	4	-1	-0.4	2	3
CNC(=S)NNC(=O)c1ccccc1Br	3	1	4	3	2	4	1	0.1	-4	-1
CCCCN(CC)S(=O)(=O)c1ccccc1	5	0	-15	4	-2	-7	-2	-0.1	6	1
O=C(c1ccc2c(c1)N(Cc1ccccc1)C(=O)c1ccccc1S2)N1CCCC1	0	7	8	1	7	1	-4	0.5	1	5
O=C(Nc1ccc(C(F)(F)F)cc1)c1ccccc1Br	0	8	5	3	-5	-4	1	-0.3	14	11
Cc1ccc2nc3cc([N+](=O)[O-])cc([N+](=O)[O-])c3cc2c1	2	4	4	-31	-8	0	0	0.0	0	-25
COc1ccc(C(=O)COC(=O)CN2C(=O)C3C4C=CC(C4)C3C2=O)cc1 (stereo not drawn)	0	0	-8	1	1	10	-1	0.4	-10	5
COc1cc2nc(CN3CCC(C(O)(c4ccccc4)c4ccccc4)CC3)[nH]c(=O)c2cc1OC	3	1	6	-1	-1	0	2	0.6	-8	-15
O=C(Cn1ncc2c1-c1ccccc1OC2)Nc1nc2ccccc2s1	-4	6	9	-2	3	-4	1	0.4	-6	5
CC(NC(=O)c1cc2c(s1)CS(=O)(=O)C2)c1ccccc1 (stereo not drawn)	1	-12	-7	-2	1	-3	-3	-0.7	7	-4
COc1ccc(Cc2c(-c3ccc(F)cc3)nc3ccc(C)cn23)c(C)c1	-2	-35	-13	-15	2	-4	-8	-0.6	9	1
CCCCOC(C)n1cc(F)c(=O)[nH]c1=O (stereo not drawn)	4	-7	-7	1	-1	1	-23	-0.3	-3	-6
O=C(NC1CC1)c1cc2c(s1)-c1ccccc1OC2	2	i	9	i	3	1	i	47*	15	-3
O=c1[nH]c2ccccc2cc1-c1nnn(-c2ccccc2)n1	2	-28	3	-33	-1	6	-8	1.7	-10	6

Copied from the list.
Result for Cc1ccc(NC(=O)CSc2nnc(-c3ccncc3)o2)cc1C in ADAM10 inh: -159
Result for Cc1cc(C)c(NC(=O)COC(=O)/C=C/c2cccc(C(F)(F)F)c2)c(C)c1 in KLK7 zymogen act: 0.6

Source: PubChem
